Assay outcomes deposited in PubChem BioAssay by The Scripps Research Institute Molecular Screening Center.
TTR transcr act: TTR transcription activators in neuroblastoma reporter cells, primary screen, cell-based, luminescence, SH-SY5Y, TTR promoter Gaussia luciferase. 100% = recombinant luciferase protein wells. activation, % at 16.7 µM. hit rate 1.3% among 92,000;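 active means activation above the mean of all tested compounds plus 3 SD, cut at about 9.5% in these data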;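 further: cells exposed to compounds for one day before reading; 0% = median of all test compound wells on the plate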
* = called active by the depositor. Not all compounds are listed; the hit share may differ from the screen's.

No.	SMILES	TTR transcr act
1	CN1CCN(C(=O)C2CCC(=O)N(CCc3cccc(F)c3)C2)CC1 (stereo not drawn)	-1.0
2	CC(=O)Nc1ccc2nc(CN3CCN(CC=C(C)C)C(CCO)C3)ccc2c1 (stereo not drawn)	67.1*
3	N/C(=N\O)c1ccc(N2CCN(c3ncccc3C(F)(F)F)CC2)nc1	-1.2
4	Cc1ccsc1C(=O)OCC(=O)NC1CCCC(C)C1C (stereo not drawn)	0.3
5	Nc1ccn([C@@H]2O[C@H](C(=O)N3CCSC3)[C@@H](O)[C@H]2O)c(=O)n1	-1.0
6	N#Cc1ccc(NC(=O)NN2CCCCCC2)cc1	4.5
7	CC1=NN(C(N)=S)C(=O)C1N=Nc1cccc(Cl)c1 (stereo not drawn)	-0.4
8	COc1ccc2cc(C(=O)C3CCCN(C(=O)c4cncs4)C3)ccc2c1 (stereo not drawn)	0.2
9	COc1ccccc1CNc1ncnc2c1nnn2Cc1ccccc1	-0.2
10	C/C(=N\O)c1ccn(S(=O)(=O)c2ccc(Cl)cc2)c1	26.2*
11	CN(C)CCN1C(=O)c2oc3ccccc3c(=O)c2C1c1ccc(F)cc1 (stereo not drawn)	0.5
12	O=C(O)c1cccc(Nc2cc(Cl)c3nonc3c2[N+](=O)[O-])c1	2.0
13	CCOC(=O)c1c(C)sc2c1N(C(=O)CN1CCOCC1)c1cc(Cl)ccc1S2	-1.2
14	Cc1ccc(C)c(-c2cc(C(=O)Nc3sc(C)c(C)c3C(N)=O)c3ccccc3n2)c1	-4.9
15	CCC1=C(OC(=O)N(CC)CC)N2C(=O)OC(=NCC3CC3)[C@]2(C)[C@H]2C1=CC[C@H]1C(=O)NC(=O)[C@H]12	-0.7
16	CC(=O)N1CCC(N(CCCOC(C)C)C(=O)Nc2ccc(Cl)cc2)CC1	0.2
17	Cc1nc2c(-c3ccc(F)cc3)c(C)nn2c(C)c1CCC(=O)N1CCC(Cc2ccccc2)CC1	-1.6
18	Cc1[nH]n(-c2ccccc2)c(=O)c1N=Nc1ccc(C(N)=O)cc1	-1.6
19	CCCC(=O)N(CCN(C(=O)CCC)c1ccccc1)c1ccccc1	-0.8
20	COc1ccc(CC(=O)NNS(=O)(=O)c2ccccc2[N+](=O)[O-])cc1	0.3
21	O=C1N/C(=N\S(=O)(=O)Cc2ccccc2)S/C1=C/c1cc([N+](=O)[O-])ccc1O	0.9
22	CCOc1ncccc1C(=O)OCC(=O)NC1CCCCCC1	-0.7
23	CCOc1ccc(NC(=O)CN(C)C(=O)c2c(-c3ccccc3)noc2C)cc1OCC	2.0
24	COc1ccc(C(=O)Oc2cccc3cccnc23)cc1[N+](=O)[O-]	-1.6
25	CCCc1cc(=O)[nH]c(SCC(=O)c2ccc3c(c2)NC(=O)CO3)n1	0.6
26	Cc1cccc(Nc2nc3c(S(=O)(=O)c4ccccc4)nnn3c3ccccc23)c1C	-0.3
27	CCOC(=O)[C@@]12CCC3=C1N(CCC3)C(=O)[C@H](CC(=O)NCCCN1CCCC1=O)C2	4.2
28	COC(=O)c1ccccc1NC=C1C(=O)OC2(CCCCC2)OC1=O	3.2
29	Cc1onc(-c2c(Cl)cccc2Cl)c1C(=O)NCc1ccc(S(N)(=O)=O)cc1	0.7
30	COc1ccccc1-c1nc2cc3ccccc3cc2nc1-c1ccccc1	0.1
31	O=C(NC(=S)N1CCN(c2nc(-c3ccccc3)cs2)CC1)c1cncc(Br)c1	-0.3
32	CSc1nc2ccccc2n1Cc1cccc([N+](=O)[O-])c1	0.3
33	C(=N\Nc1nc2ccccc2[nH]1)/c1ccccc1	-2.3
34	Cc1noc(C)c1C(=O)NCCC1=CCCCC1	1.9
35	CCC[C@H]1[C@@H](OC(=O)NCc2ccc(C(F)(F)F)cc2)CC[C@@]23CCCN2C(=O)CCC[C@@H]13	-1.2
36	Cc1cc(C)cc(OCC(=O)NNC(=O)c2ccoc2C)c1	0.6

Four entries from above, field by field.
27) CCOC(=O)[C@@]12CCC3=C1N(CCC3)C(=O)[C@H](CC(=O)NCCCN1CCCC1=O)C2
  TTR transcr act: 4.2

29) Cc1onc(-c2c(Cl)cccc2Cl)c1C(=O)NCc1ccc(S(N)(=O)=O)cc1
  TTR transcr act: 0.7

28) COC(=O)c1ccccc1NC=C1C(=O)OC2(CCCCC2)OC1=O
  TTR transcr act: 3.2

31) O=C(NC(=S)N1CCN(c2nc(-c3ccccc3)cs2)CC1)c1cncc(Br)c1
  TTR transcr act: -0.3

Another view of 3 compounds above.
25: CCCc1cc(=O)[nH]c(SCC(=O)c2ccc3c(c2)NC(=O)CO3)n1
  TTR transcr act: 0.6
26: Cc1cccc(Nc2nc3c(S(=O)(=O)c4ccccc4)nnn3c3ccccc23)c1C
  TTR transcr act: -0.3
27: CCOC(=O)[C@@]12CCC3=C1N(CCC3)C(=O)[C@H](CC(=O)NCCCN1CCCC1=O)C2
  TTR transcr act: 4.2

(more compounds)
No.	SMILES	TTR transcr act
37	COCCN(Cc1ccc(C)c(Br)c1)C(=O)Cn1cnc(S(=O)(=O)N2CCCC2)c1	-1.5
38	COc1ccccc1/C=C/C=N/NC(=O)CC1C(=O)NN=C1C (stereo not drawn)	-1.0
39	C[C@@H](C(=O)Nc1nccs1)N1C(=O)C2CC=CCC2C1=O (stereo partly drawn)	1.4
40	CN(CCO)C(=O)C(c1ccccc1)c1ccccc1	-0.3
41	COC(=O)c1nnn(CC(=O)Nc2ccc(C)c(F)c2)c1C(=O)OC	3.0
42	CC(C)C(NS(=O)(=O)c1ccc2c(c1)C(C)(C)C(=O)N2C)C(=O)NCc1ccccc1Cl (stereo not drawn)	3.6
43	CS(=O)(=O)N(CC(=O)Nc1ccc2c(c1)OCO2)c1ccc(Cl)cc1	-1.0
44	O=C(Nc1ccc2c(c1)OCCO2)c1cnc2n(c1=O)CCS2	3.1
45	COc1cccc(NC(=O)c2cc3c(=O)n4ccccc4nc3n(CC(C)C)c2=N)c1	1.5
46	COc1ccc(CCN2C(=O)CC(N3CCC(C(N)=O)CC3)C2=O)cc1OC (stereo not drawn)	-1.0
47	CC(C)C[C@H](NC(=O)c1nc[nH]c1C(=O)N(C)Cc1ccccc1)C(=O)OCc1ccccc1	4.2
48	N#CCC(=O)Nc1ccc(C(=O)OC(C(=O)Nc2ccc([N+](=O)[O-])cc2Br)c2ccccc2)cc1 (stereo not drawn)	-0.2
49	CCCOc1ccc(C(O)CCNC(CC(=O)O)c2ccccc2)cc1 (stereo not drawn)	-0.9
50	Nc1ncnc2c1ncn2[C@@H]1O[C@H](C(=O)N[C@H]2c3ccccc3C[C@H]2O)[C@@H](O)[C@H]1O	-1.6
51	C/C(=N\NC(=O)c1c(Cl)c(C)nn1C)c1cccc(NC(=O)COc2ccccc2)c1	-1.3
52	CCOC(=O)c1ccc(NC(=O)C(=O)NCC2(c3ccc(OC)cc3)CCOCC2)cc1	0.1
53	CCOC(=O)c1nc(Nc2ccccc2)c2ccccc2n1	0.0
54	C[C@H]1[C@@H](NC(=O)c2ccc(Cl)cc2)CC[C@@]23CCCN2C(=O)CCC[C@@H]13	1.1
55	CCc1ccc(OCC(=O)N/N=C(\C)c2ccc(OC(F)F)cc2)cc1	3.4
56	O=C1c2ccccc2C(=O)N1CCN1CCCCC1	-1.7
57	CC(=O)CCC(=O)NCCc1ccccc1F	-1.2
58	CNC(=O)Nc1ccc(C2SCCS2)cc1	-1.0
59	CC(C)n1nc(C(=O)Nc2ccc(-n3cnnn3)cc2)c2ccccc2c1=O	0.7
60	O=C(NC1CCC1)C1CCC(=O)N(Cc2cccc(F)c2)C1 (stereo not drawn)	1.5
61	N#C/C(=C\c1cccc(O)c1)C(=O)N1CCCCC1	1.4
62	COc1ccccc1NC(=O)CN(C)S(=O)(=O)c1cc(C)ccc1OC	-1.5
63	CCOC(=O)c1c(C2CCN(C(=O)OCC)CC2)nc2ccccn12	-1.4
64	CN(/N=C/c1cc([N+](=O)[O-])ccc1O)c1ccccc1	-0.2
65	COc1cccc2sc(NNC(=O)COc3ccccc3)nc12	-0.2
66	Cc1ccc(CNCc2ccco2)cc1	4.0
67	OC[C@@H]1[C@@H](c2ccc(Cl)cc2)C(c2ccc(F)cc2)=NN1c1ccccc1	-0.2
68	O=C(CN(C(=O)CCC(=O)Nc1ccccn1)c1ccc2c(c1)OCO2)NCc1ccco1	0.2
69	Cn1c(N)c(C(=O)CSc2nnc(C3CC3)n2N)c(=O)n(C)c1=O	0.8
70	Cc1ccc(S(=O)(=O)N2CCCSCC2)cc1	1.0
71	CC(OCC(O)CN(C)Cc1nc2ccccc2c(=O)[nH]1)c1ccc(Cl)cc1 (stereo not drawn)	-1.7
72	CC12CCC(C(=O)N3CCC(Cc4ccccc4)CC3)(C(=O)C1=O)C2(C)C (stereo not drawn)	-1.7
73	N/C(=N\OC(=O)c1cccc(Cn2cc(C(F)(F)F)ccc2=O)c1)c1ccc(Cl)cc1	-0.2
74	Cc1cc(Nc2ccc(Br)cc2)nc2ccccc12	-2.7
75	Cc1nc(C/C(=N\N)c2ccc(O)cc2O)cs1	-1.0
76	COc1cc(/C=C(/C#N)C(=O)Nc2ccccc2)c(Br)cc1OCc1ccc(C(=O)O)cc1	-0.9
77	CC1(c2ccc(OCC(N)=O)cc2)NC(=O)NC1=O (stereo not drawn)	-1.6
78	CCC(Sc1nc(N)c(NC(=O)c2ccc(Br)o2)c(=O)[nH]1)C(=O)O (stereo not drawn)	12.4*
79	CN(CCO)c1cc(N2CCC3(CC2)OCCO3)c2nonc2c1[N+](=O)[O-]	-0.6
80	COc1cccc(S(=O)(=O)N(C)C[C@@H]2OCc3cnnn3CCCC(=O)N([C@@H](C)CO)C[C@@H]2C)c1	1.0
81	O=C1NC(=O)/C(=C\c2ccc(Cl)nc2)S1	-1.4
82	COc1cccc2sc3ccc(C#CC4(N)CCCCC4)cc3c(=O)c12	-7.2
83	COc1ccc(OCC(=O)Nc2ccccc2C(=O)NC(C)C)cc1	3.0
84	NC(=O)CN1CCN(S(=O)(=O)c2ccc(Br)cc2)CC1	-0.1
85	CCCc1c2ccccc2nc2ccccc12	-1.2
86	CC12CCC(C(=O)Nc3nccs3)(OC1=O)C2(C)C (stereo not drawn)	-1.6
87	COc1cccc(C(=O)C2CCCN(Cc3cn(C)nc3-c3ccccc3)C2)c1 (stereo not drawn)	-3.1
88	C=CCN(c1ccc(C(=O)N2CCN(c3ccc(F)cc3)CC2)cc1)S(C)(=O)=O	6.7
89	S=C(NCCc1ccccc1)Nc1ncccn1	0.3
90	COc1ccc(C2NC(=O)c3n[nH]c(C)c32)c(OC)c1 (stereo not drawn)	-2.3
91	CCOCC(=O)NC1CCc2cc(OC(=O)COCC)c(OC)c(OC)c2-c2ccc(SC)c(=O)cc21 (stereo not drawn)	2.6
92	CCOC(=O)/C=C1/SCC(=O)N1CC(=O)Nc1ccccc1OC(F)F	3.4
93	CCCCn1nc(C(=O)O)ccc1=O	0.8
94	COC(=O)[C@@]12C[C@@H](CC(=O)NCc3ccc(C)o3)C(=O)N(Cc3ccccc3)C1=CCC(C)(C)C2	0.0
95	CC(C)(C)S(=O)N1Cc2cc(C(=O)NCc3ccc4c(c3)OCO4)nc(-c3cccc(-c4ccccc4)c3)c2[C@@H]1CCO (stereo partly drawn)	1.4
96	CN(C)C(=O)Cn1cc(S(=O)(=O)Cc2ccccc2)c2ccccc21	3.5

The list goes on.
No.	SMILES	TTR transcr act
97	Cc1nn(C)c(C)c1NC(=O)c1ccnn1C	0.7
98	CCOC(=O)c1c(CSc2ccccc2)n(C)c2ccc(O)c(CN3CCN(C)CC3)c12	-1.4
99	O=C(NC(=S)Nc1cccc(Cl)c1)c1cncc(Br)c1	1.6
100	Cc1c(Cl)c([N+](=O)[O-])nn1CC(=O)Nc1ccc2c(c1)OCO2	5.3
101	COc1cc(CC(=O)NCc2ccco2)cc(OC)c1OC	3.2
102	O=c1[nH]cnc2c1N1CCC2CC1	-1.6
103	N#CCC(C(=O)c1cccnc1)c1ccccc1 (stereo not drawn)	-0.2
104	COc1ccc(-c2nc3cc(C)c(Br)c(C)n3c2Cc2ccccc2C(F)(F)F)cc1OC	-0.4
105	Cc1ccc(S(=O)(=O)NCC(=O)N2CCCCC2)cc1	0.5
106	COc1ccc(CC(=O)Nc2ccc(S(=O)(=O)N3CCCCC3)cc2)cc1OC	-6.3
107	CCc1ccc(C(=O)CN(C#N)c2nc(C)cc(C)n2)cc1	-5.8
108	CC1CC(C)CN(C(=O)COC(=O)c2ccc([N+](=O)[O-])o2)C1 (stereo not drawn)	-1.6
109	Cc1ccc(-c2csc(N3C(=N)SCC3=O)n2)cc1	1.0
110	COc1ccc2c(c1)OC[C@H]1[C@H]2N2C(=O)CN(CC3CCCO3)C(=O)[C@@]2(C)[C@H]1c1ccccc1 (stereo partly drawn)	4.4
111	CCCOc1cccc(C2/C(=C(/O)c3ccc(OC)cc3)C(=O)C(=O)N2CCN(C)C)c1 (stereo not drawn)	3.8
112	O=C(COc1ccc(/C=N/NC(=O)CSCc2ccc([N+](=O)[O-])cc2)cc1)NCc1ccco1	-2.3
113	CCN(C(=O)CSc1ncn[nH]1)C1CCCCC1	0.2
114	O=C(Nc1ccccc1)c1ccccc1CSc1ccccc1	0.6
115	O=c1c2ccccc2[nH]c(=S)n1Cc1cccs1	1.8
116	O=[N+]([O-])c1cccc2[nH]c(CNc3nc(N4CCOCC4)nc4c3ncn4-c3ccsc3)nc12	1.1
117	COc1cccc(N(CC(=O)N2CCN(C)CC2)S(=O)(=O)c2ccccc2)c1	1.1
118	O=C(O)CCNS(=O)(=O)c1ccccc1	0.4
119	COc1ccc(C(CCNCc2ccc(OC)c(OC)c2)c2ccc(F)cc2)cc1 (stereo not drawn)	-0.1
120	C/C(CC(=O)Nc1ccc([N+](=O)[O-])cc1)=N\NC(=O)c1ccccc1O	-1.3
121	NC(=O)COn1c(SCC(N)=O)nc2ccccc2c1=O	-0.1
